# TrxR1 inh = rat TrxR1 inhibition; O89049; recombinant rTrxR1, NADPH fluorescence consumption, selenite substrate; Potency, µM (titrated, usually from 114 µM), for the others: top-dose activity change, negative = inhibition, usual class: inhibitors; 1% of 390,000 active; AID 588453; further: potency means the concentration at half of the fitted maximal effect; on the % scale 0 is the no-effect control and ±100 the full control effect; nearly all actives have a fitted effect of over 65% in size
#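 Rat TrxR1 (90 nM in the dispensed reagent) was pre-reduced with 400 uM NADPH for 5 min at room temperature, then incubated with compound for 15 min. After 400 uM selenite was added, NADPH fluorescence (Ex 340/Em 450 nm) was followed for 8 min.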
# Pin1 inhibitor = human Pin1 inhibition | Pin1 FP peptide displacement, HiFluor488, 10 min | Potency, µM (top dose mostly 115 µM), without a hit: top-dose activity, negative = inhibition, usual class: inhibitors | 0.009% of 390,000 active | AID 504891; active means well fitted inhibition curve with a large enough effect in the polarisation, with a control signal flat, not every such curve was filed as active; inconclusive means small, poorly fitted or top-dose-only effect, or effect the other way, or a change in a side signal; inactive means no such curve, though single readings can be large or run the other way; the % refers to the polarisation; further: potency means the concentration at half of the fitted maximal effect; on the % scale 0 is the no-effect control and ±100 the full control effect
# Target sequence (Q13526 whole entry, looked up): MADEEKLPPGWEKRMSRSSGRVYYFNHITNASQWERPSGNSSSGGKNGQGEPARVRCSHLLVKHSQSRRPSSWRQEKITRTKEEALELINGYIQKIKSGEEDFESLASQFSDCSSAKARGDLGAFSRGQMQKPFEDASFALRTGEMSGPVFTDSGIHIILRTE
# USP1-UAF1 inh = blocks the human USP1/UAF1 deubiquitinase complex; recombinant USP1/UAF1, Ub-Rhodamine cleavage fluorescence; Potency, µM (top dose mostly 57.1 µM), without a hit: top-dose activity change, negative = inhibition, most hits filed as inhibitors; 0.23% of 390,000 active; AID 743255; further: potency means the concentration at half of the fitted maximal effect; on the % scale 0 is the no-effect control and ±100 the full control effect; nearly all actives have a fitted effect of over 60% in size; inactives centre near -12
#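 1 nM enzyme complex + cpd, 15 min RT; start with Ub-Rho 150nM final; kinetic fluorescence ex 480/em 540, 6 reads q60 s. Buffer 50mM HEPES pH 7.8, 0.5mM EDTA, 0.1 mg/ml BSA, 1mM TCEP, 0.01% Tween-20.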
# TrxR1 substrate = substrates of rat thioredoxin reductase 1; AID 588456; O89049; 0.01% of 390,000 active; Potency, µM (highest dose often 114 µM), for inactives: at the top dose activity change, negative = substrate turnover; purified TrxR1 substrate turnover, NADPH consumption readout; further: potency means the concentration at half of the fitted maximal effect; on the % scale 0 is the no-effect control and ±100 the full control effect; nearly all actives have a fitted effect of over 50% in size
#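 Rat TrxR1, dispensed at 90 nM, was prereduced with 400 uM NADPH (final) for 5 min at ~22 deg C, then incubated with compound 15 min before 400 uM selenite. A first-read NADPH fluorescence drop versus no-compound background flagged substrates.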
# HP1b chromo inh = blocks HP1-beta chromodomain binding to methylated histone tails. Potency, µM (series often up to 114 µM), for the others: at the highest dose activity change, negative = inhibition, hits mostly inhibitors. 0.56% of 390,000 active. AlphaScreen HP1-beta / biotin-H3K9me3 peptide binding. AID 540317. P83916; further: potency means the concentration at half of the fitted maximal effect; nearly all actives have a fitted effect of over 70% in size; inactives centre near 23
#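 Compound inhibition of the preformed complex between 50 nM HP1-beta and 50 nM biotinylated H3K9me3 peptide was read by AlphaScreen. Buffer was PBS pH 7.4 with 0.01% Tween-20. Incubations ran 30 min at room temperature, with 10 ug/mL donor/acceptor beads.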
# GLS inhibitor = blocks human kidney-isoform glutaminase activity. O94925. GLS enzymatic activity, qHTS titration. Potency, µM (doses to about 45.5 µM), for the others: at the top dose activity change, negative = inhibition, actives largely listed as inhibitors. 0.21% of 410,000 active; further: potency means the concentration at half of the fitted maximal effect; on the % scale 0 is the no-effect control and ±100 the full control effect
#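 hKGA in 45 mM KH2PO4 (pH 8.2), 0.02% Tween-20 with compound, then 1mM L-Glutamine (stock as added) plus glutamate oxidase/HRP/Amplex red coupling mix. Fluorescence read initially and after 30 min at RT; signal change reflects glutamate formation.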
# PI4K2A inh = blocks human PI4K2A kinase activity; purified PI4K2A, ADP-Glo luminescence, 1 h; hits give low values; activity change, negative = inhibition, % at 76.9 µM; 0.13% of 420,000 active; AID 1346378; in the data active means activity change below about -50%; inconclusive means mostly about -30% to -49%;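 further: -100% = wells without enzyme as full effect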
#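 Compounds are screened against recombinant PI4K2A using PI as substrate and ATP, the latter dispensed at 300 microM. Reactions run one hour at ambient temperature before ADP-Glo detection; full inhibition defined by wells lacking enzyme.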
# PGK inhibitor = T. brucei PGK inhibition. 0.043% of 380,000 active. PGK/GAPDH coupled, Kinase-Glo luminescence, 60 min. Potency, µM (titrated, usually from 57.5 µM), inactives show top-dose activity change, negative = inhibition, most hits filed as inhibitors; further: potency means the concentration at half of the fitted maximal effect; on the % scale 0 is the no-effect control and ±100 the full control effect; nearly all actives have a fitted effect of over 60% in size
# Target sequence (P07378 whole entry, looked up): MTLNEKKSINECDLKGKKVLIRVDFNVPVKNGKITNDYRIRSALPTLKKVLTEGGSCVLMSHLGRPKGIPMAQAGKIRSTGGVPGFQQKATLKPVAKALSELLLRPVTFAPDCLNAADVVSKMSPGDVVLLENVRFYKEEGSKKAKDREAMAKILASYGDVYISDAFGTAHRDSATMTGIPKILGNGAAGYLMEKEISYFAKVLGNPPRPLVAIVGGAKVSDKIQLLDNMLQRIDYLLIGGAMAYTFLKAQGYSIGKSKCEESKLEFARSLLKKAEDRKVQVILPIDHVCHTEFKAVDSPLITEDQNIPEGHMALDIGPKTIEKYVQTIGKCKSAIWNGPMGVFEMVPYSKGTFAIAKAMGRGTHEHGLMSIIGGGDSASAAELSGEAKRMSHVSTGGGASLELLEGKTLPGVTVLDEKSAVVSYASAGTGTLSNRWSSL
#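 Luminescent ATP detection (Kinase-Glo Plus) follows a 60-minute room-temperature incubation, with wells lacking PGK as controls. Buffer: 100 mM TEA (pH 7.6), 5 mM MgCl2, 0.01% Tween-20. Coupling enzyme GAPDH (100 nM final) supplies unstable 1,3-BPG in-well.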
# IDH1 R132H inh = blocks human mutant IDH1 R132H enzyme. O75874. IDH1-R132H enzyme, NADPH consumption, diaphorase/resazurin fluorescence. Potency, µM (titrated, usually from 76.6 µM), for inactives: at the top dose activity change, negative = inhibition, hits mostly inhibitors. 0.093% of 390,000 active; further: potency means the concentration at half of the fitted maximal effect; on the % scale 0 is the no-effect control and ±100 the full control effect; nearly all actives have a fitted effect of over 65% in size
# Target sequence (O75874 whole entry R132H, stated change not applied): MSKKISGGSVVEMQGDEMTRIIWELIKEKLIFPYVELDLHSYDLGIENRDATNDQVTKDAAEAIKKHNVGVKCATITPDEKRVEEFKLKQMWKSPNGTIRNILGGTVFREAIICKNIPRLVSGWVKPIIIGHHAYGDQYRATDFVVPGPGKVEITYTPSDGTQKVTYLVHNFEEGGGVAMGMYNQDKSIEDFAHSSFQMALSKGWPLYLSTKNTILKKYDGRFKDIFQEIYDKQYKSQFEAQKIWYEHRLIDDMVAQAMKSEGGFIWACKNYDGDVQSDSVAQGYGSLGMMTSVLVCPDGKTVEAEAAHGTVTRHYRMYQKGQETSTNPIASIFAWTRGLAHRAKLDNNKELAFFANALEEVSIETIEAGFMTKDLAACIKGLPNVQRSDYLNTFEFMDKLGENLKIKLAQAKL
#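 IDH1-R132H (0.5 ug/mL dispensed) in pH 7.5 Tris buffer was preincubated 30 min with compound, then given a substrate mix of 0.016 mM NADPH and 2 mM alpha-KG for 80 min at room temperature; remaining NADPH was read by diaphorase/resazurin fluorescence.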
# * = called active by the depositor; i = inactive; ? = inconclusive; . = not tested or not shown; [ ] = another dose, or the depositor's remark. Unless noted, the call rests on the fitted dose curve; in most records, active means well fitted curve in the direction sought with a large enough effect; inconclusive means small, poorly fitted or top-dose-only effect, or another doubt; inactive means no such curve, though single readings can be large; an effect the other way counts as inactive or inconclusive. Not all compounds are listed; count on the stated rates, not on these rows.
SMILES,TrxR1 inh,Pin1 inhibitor,USP1-UAF1 inh,TrxR1 substrate,HP1b chromo inh,GLS inhibitor,PI4K2A inh,PGK inhibitor,IDH1 R132H inh
CCn1cc(S(=O)(=O)c2cccc(C)c2)c(=O)c2cc(F)c(N3CCN(c4ccccc4)CC3)cc21,34.6%[activator],17.2%,6.4%,28.3%,11.3%,4.2%,-3.3,-3.3%,-10.5%
CC1(C)CC(CC(=O)O)C(=O)O1 (stereo unspecified),20.7%,-3.6%,-9.3%,3.8%,19.1%,-3.0%,-6.5,-5.8%,6.3%
Cc1ccc([N+](=O)[O-])c(C)[n+]1C,2.8%,-15.9%,-12.7%,-4.9%,?,-1.9%,-7.7,1.5%,2.6%
COc1ccc(CCNC(=S)N2CCN(S(=O)(=O)c3ccc(Cl)cc3)CC2)cc1,9.4%,3.5%,-15.0%,1.8%,-3.6%,2.1%,12.3,-4.9%,4.8%
COc1cccc(C(=O)O[C@@H]2[C@H](Cc3ccccc3)NS(=O)(=O)[C@H]3C[C@@H]4C=C[C@]23O4)c1,15.6%,-0.7%,-15.6%,-7.4%,47.7%[activator],-1.2%,0.4,i,0.0%
NC(=O)CSc1nnc(-c2cc3ccccc3o2)n1Cc1ccccc1,6.6%[57.1 µM],7.6%,-6.5%,10.8%,45.3%[activator],-0.2%,-7.6,-1.4%,3.5%
CCCS(=O)(=O)c1nc(S(=O)(=O)c2ccc(C)cc2)c(N2CCCC2)s1,24.0%[57.1 µM],-1.1%,-3.1%,-18.8%,18.4%,14.1%,-8.3,-6.6%,9.7%
COCCN(C(=O)c1cc(CN2C(=O)c3ccccc3C2=O)ccc1OC)c1c(N)n(CC(C)C)c(=O)[nH]c1=O,20.8%,-4.4%,-15.3%,5.7%,30.1%,0.5%,0.7,9.3%,2.5%
COc1cccc(-n2cnc(=O)c3cccnc32)c1,17.4%,-1.6%,-24.4%,4.6%,37.5%,-2.3%,-4.1,-2.7%,7.0%
CCNC(=O)N(CC)C[C@H]1N[C@@](C)(C(=O)OC)[C@H]2C(=O)N(Cc3ccccc3)C(=O)[C@@H]12,12.9%,-1.3%,-28.7%,5.5%,107.0%[activator],-2.5%,-0.9,i,13.5%
COC(=O)C1=CC(C(=O)c2cccs2)=NN(c2ccc(OC)cc2)C1C(=O)OC (stereo unspecified),7.7%,?,?,-2.8%,?,-0.7%,4.7,3.8%,?
COc1ccc(OC)c(CCNC(=O)c2cc3cccc4c3n2CCS4)c1,27.1%,54.9%[activator],-14.2%,12.0%,29.7%,1.8%,-2.2,8.1%,11.2%
COc1ccc(-n2c(C)nc3cc(C(=O)NC4CCCC4)ccc32)cc1,11.6%[57.1 µM],-0.2%,-1.5%,-1.3%[57.1 µM],-1.7%,3.5%,-1.2,-3.3%,20.8%
CC(Sc1nnc(-c2ccco2)o1)C(=O)NCCC1=CCCCC1 (stereo unspecified),6.9%[57.1 µM],-1.5%,-9.3%,-7.2%[57.1 µM],43.9%[activator],-5.0%,2.0,-1.3%,4.8%
CSc1ccccc1C(=O)NCCSC(C)(C)C,12.7%,-1.7%,-9.9%,2.4%,46.4%,2.1%,2.8,-17.4%,0.0%
CC(C)(C)n1nnnc1C(c1cccs1)N(Cc1ccccc1)Cc1cccnc1 (stereo unspecified),3.6%,0.7%,-10.1%,-7.7%,22.4%,-13.9%,4.0,-0.8%,-9.7%
CC(Oc1ccccc1)C(=O)OCC(=O)Nc1ccc2c(c1)OCO2 (stereo unspecified),14.4%,-0.3%,-19.4%,4.7%,11.2%,-0.9%,-1.2,8.2%,-4.6%
O=c1[nH]c(Cc2ccccc2)nc2c1oc1ccccc12,7.6%,11.1%,-18.8%,3.7%,40.4%[activator],-3.0%,1.4,i,5.1%
CN(C)c1ccc(CNC(=O)c2ccc(Cn3c(SCc4ccccc4)nc4cccnc43)cc2)cc1,21.3%,35.4%[activator],-6.4%,1.1%,-6.9%,6.0%,-1.3,-4.8%,-9.9%
COc1ccccc1-c1ccc2c(c1)O[C@@H](CN(C)C(=O)Nc1cccc(F)c1)[C@H](C)CN([C@H](C)CO)S2(=O)=O,.,.,-20.7%,.,.,1.2%,-1.1,-6.1%,1.4%
CCOC(=O)C(CC)Sc1ncnc2c1nnn2-c1ccc(F)cc1 (stereo unspecified),-10.9%,-1.1%,2.3%,-11.1%,37.2%,0.7%,0.8,-6.9%,24.4%
O=C(Nc1ccc(F)c(F)c1)c1cc(S(=O)(=O)NC2CCCC2)ccc1F,24.4%[57.1 µM],1.0%,-19.8%,8.7%[57.1 µM],24.0%,-10.9%,4.9,9.3%,-1.3%
Cn1c(SCC(=O)Nc2ccc(NC(=O)c3cccs3)cc2)nnc1-c1ccncc1,20.7%[57.1 µM],-1.6%,-3.1%,22.3%[57.1 µM],52.1%[activator],14.2%,3.6,-1.4%,-1.7%
CC(=O)c1ccc(NC(=O)CC(c2cccs2)N2Cc3ccccc3C2=O)cc1 (stereo unspecified),13.7%,9.0%,-1.4%,1.7%,2.4%,0.3%,3.3,0.4%,-7.5%
COc1ccc(-c2noc(CNC(=O)c3ccoc3C)n2)cc1OC,6.3%[57.1 µM],-2.3%,-15.9%,2.2%,-3.1%,-3.9%,10.0,i,15.7%
COc1nccnc1NS(=O)(=O)c1ccc(NC(=O)c2ccccc2Br)cc1,5.8%,-0.7%,-21.3%,0.2%,?,1.1%,6.5,0.1%,-4.0%
CC(=O)N1c2ccc(S(=O)(=O)NCCC(=O)N3CCC(C)CC3)cc2CC1C (stereo unspecified),-16.1%,-2.0%,-7.5%,-19.0%,11.2%,-17.3%,-0.4,-8.0%,-14.9%
COc1cc(/C=C/C(=O)OCC(=O)Nc2cccc(Oc3ccccc3)c2)ccc1O,-22.8%,9.2%,-20.2%,-8.4%,-1.4%,-2.5%,-4.3,-2.6%,2.9%
CCOc1ccc(NC(=O)CN(C)C(=O)Cc2sc(C)nc2-c2ccc(F)cc2)cc1OCC,-9.0%,-1.6%,-12.9%,-5.5%,21.0%,-5.3%,6.1,-9.8%,1.0%
O=C(Nc1ccc(Br)c2cccnc12)c1cccc2ccccc12,13.6%,-9.2%,-10.9%,8.8%,18.7%,1.5%,-3.8,-6.2%,0.5%
CCCN(CC(=O)Nc1ccc(C(N)=O)cc1)CC(=O)Nc1ccc(Cl)cc1Cl,-13.1%,37.1%[activator],-5.4%,-4.3%,17.3%,-5.0%,-1.2,-6.8%,3.5%
CCc1ccccc1NC(=O)CN1C(=O)CCc2cc(S(=O)(=O)N3CCCCC3)ccc21,9.9%[57.1 µM],-1.5%,-7.0%,3.7%[57.1 µM],16.3%,-13.3%,-2.9,-9.2%,0.0%
Cc1noc(C)c1NC(=O)N(C)C[C@H]1Oc2c(cccc2N(C)C)C(=O)N([C@H](C)CO)C[C@@H]1C,-0.3%,-8.7%,-2.4%,-2.2%,37.0%,14.5%,-0.7,0.9%,3.3%[38.3 µM]
COc1ccc([N+](=O)[O-])cc1/C=N/NC(=O)CNC(=O)C(c1ccccc1)c1ccccc1,2.3%,0.7%,-22.5%,-8.9%,28.6%,-9.5%,-6.2,-5.5%,30.9%[activator]
NC(N)=Nc1nc(CCN2C(=O)c3ccccc3C2=O)cs1,14.8%,-3.3%,-12.8%,0.7%,19.3%,1.5%,-2.2,-4.4%,2.1%

# In another format: 6 of the compounds above
canonical_smiles | TrxR1 inh | Pin1 inhibitor | USP1-UAF1 inh | TrxR1 substrate | HP1b chromo inh | GLS inhibitor | PI4K2A inh | PGK inhibitor | IDH1 R132H inh
CCn1cc(S(=O)(=O)c2cccc(C)c2)c(=O)c2cc(F)c(N3CCN(c4ccccc4)CC3)cc21 | 34.6%[activator] | 17.2% | 6.4% | 28.3% | 11.3% | 4.2% | -3.3 | -3.3% | -10.5%
CC1(C)CC(CC(=O)O)C(=O)O1 (stereo unspecified) | 20.7% | -3.6% | -9.3% | 3.8% | 19.1% | -3.0% | -6.5 | -5.8% | 6.3%
Cc1ccc([N+](=O)[O-])c(C)[n+]1C | 2.8% | -15.9% | -12.7% | -4.9% | ? | -1.9% | -7.7 | 1.5% | 2.6%
COc1ccc(CCNC(=S)N2CCN(S(=O)(=O)c3ccc(Cl)cc3)CC2)cc1 | 9.4% | 3.5% | -15.0% | 1.8% | -3.6% | 2.1% | 12.3 | -4.9% | 4.8%
COc1cccc(C(=O)O[C@@H]2[C@H](Cc3ccccc3)NS(=O)(=O)[C@H]3C[C@@H]4C=C[C@]23O4)c1 | 15.6% | -0.7% | -15.6% | -7.4% | 47.7%[activator] | -1.2% | 0.4 | i | 0.0%
NC(=O)CSc1nnc(-c2cc3ccccc3o2)n1Cc1ccccc1 | 6.6%[57.1 µM] | 7.6% | -6.5% | 10.8% | 45.3%[activator] | -0.2% | -7.6 | -1.4% | 3.5%
